EphB4 ephrin blk = EphB4-ephrin-B2 interaction antagonism; EphB4 LBD / TNYL-RAW-Alexa532 peptide, fluorescence polarization; inhibition, % at 7 µM; actives 0.15% (n = 97,000); AID 720;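 active means inhibition above the screen-wide mean inhibition plus 3 SD, cut at about 15% in these data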;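 further: 0% = DMSO wells and 100% = excess unlabeled TNYL-RAW peptide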
PLAP act = human PLAP activation; P05187; purified PLAP enzyme, luminescent substrate read-out; stronger effect = higher value; activation fold at 20 µM; actives 1.2% (n = 96,000); AID 696; in the data active means activation fold above about 2
E coli WT exp = growth inhibitors of E. coli BW25113 wild type. growth inhibition, % at 100 µM. actives 0.15% (n = 98,000). AID 710. OD600 absorbance;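 active means growth inhibition above about 50% at one test dose, limit read from the data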;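 further: growth measured after 20 h incubation at 37 °C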
PTK2B oligo ant = antagonists of human Pyk2 oligomerization | Q14289 | Q293 cells, Pyk2 FERM NanoBiT luminescence; stronger effect = lower value | z-score (the deposit names both 25 µM and 10 µM) | actives 0.83% (n = 99,000) | AID 1347419;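 active means Z-score of -3 or lower, scaled per plate to the spread of control and sample wells; inactive means z-score above -3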;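 further: negative z-score means lost luminescence so less FERM oligomerization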
Target sequence (Q14289 whole entry, looked up): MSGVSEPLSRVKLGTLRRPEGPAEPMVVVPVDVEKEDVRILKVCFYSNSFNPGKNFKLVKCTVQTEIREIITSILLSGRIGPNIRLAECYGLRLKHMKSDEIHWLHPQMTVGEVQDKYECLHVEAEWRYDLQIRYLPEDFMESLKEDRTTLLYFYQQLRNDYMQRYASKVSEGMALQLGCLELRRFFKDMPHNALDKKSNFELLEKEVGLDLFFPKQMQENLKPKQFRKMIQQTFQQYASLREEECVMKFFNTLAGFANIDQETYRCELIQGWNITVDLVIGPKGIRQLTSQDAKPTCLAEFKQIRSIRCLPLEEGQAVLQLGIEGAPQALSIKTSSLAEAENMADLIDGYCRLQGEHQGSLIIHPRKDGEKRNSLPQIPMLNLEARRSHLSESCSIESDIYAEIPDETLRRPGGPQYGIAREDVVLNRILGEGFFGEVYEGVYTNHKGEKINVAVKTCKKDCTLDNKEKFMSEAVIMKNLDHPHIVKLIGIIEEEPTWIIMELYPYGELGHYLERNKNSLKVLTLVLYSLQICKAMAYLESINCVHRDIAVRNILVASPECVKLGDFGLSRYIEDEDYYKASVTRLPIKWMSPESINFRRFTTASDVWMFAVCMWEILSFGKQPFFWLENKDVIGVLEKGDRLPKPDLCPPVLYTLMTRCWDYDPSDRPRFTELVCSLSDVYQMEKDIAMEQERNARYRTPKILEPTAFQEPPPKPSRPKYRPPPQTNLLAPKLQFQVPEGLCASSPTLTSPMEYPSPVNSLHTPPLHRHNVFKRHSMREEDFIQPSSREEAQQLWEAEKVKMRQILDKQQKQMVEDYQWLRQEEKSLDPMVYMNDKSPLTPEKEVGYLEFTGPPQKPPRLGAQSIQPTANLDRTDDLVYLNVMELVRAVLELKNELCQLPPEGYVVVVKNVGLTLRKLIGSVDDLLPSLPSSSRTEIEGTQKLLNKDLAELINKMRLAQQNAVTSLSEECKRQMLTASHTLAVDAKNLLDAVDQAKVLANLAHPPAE
PostGolgi yeast = growth inhibition of a yeast mutant, post-Golgi transport screen; AID 739; actives 0.9% (n = 98,000); inhibition, % at 10 µM; post-Golgi transport phenotypic cell assay; in the data active means inhibition above about 30%;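 further: yeast cells grown in 1536-well plates; yeast grown about 18 h at 30C before absorbance read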
CYP2C9 activ = activators of human CYP2C9. P11712. recombinant CYP2C9, luciferin-H conversion, luminescence; stronger effect = higher value; factor 1 = untreated enzyme, 0 = blocked. activation factor at 5 µM. actives 1.4% (n = 96,000);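 active means activation factor of 2 or more for CYP2C9 at a 5 µM dose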;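 further: 0 = sulfaphenazole-blocked wells and 1 = vehicle-only wells; values of inactives mirror those of a sister screen read the other way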
CYP2C19 inh = human CYP2C19 inhibition. P33261. CYP2C19 Supersomes, luciferin-H EGE luminescence, 30 min. inhibition, % at 5 µM. actives 21% (n = 96,000);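 active means CYP2C19 inhibition above a set limit at 5 µM in the primary screen, cut at about 50% in these data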;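 further: plate controls were negative control wells for no effect and 2.5 mM tranylcypromine positive control for full effect; values of inactives mirror those of a sister screen read the other way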
CYP2C9 inh = blocks human cytochrome P450 2C9 | P11712 | CYP2C9 Supersomes, luciferin-H conversion, luminescence | inhibition, % at 5 µM | actives 20% (n = 96,000) | AID 777;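 active means blocking of liver enzyme CYP2C9 beyond about 50% at 5 µM, limit read from the data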; further: values of inactives mirror those of a sister screen read the other way
CYP2C19 act = activators of human cytochrome P450 2C19; recombinant CYP2C19, luciferin-H EGE luminescence; stronger effect = higher value; 0 = fully inhibited enzyme, 1 = untreated enzyme; activation factor at 5 µM; 96,000 tested, under 10 active; AID 1025;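 active means activation factor of at least 2 at 5 µM in the primary screen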;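 further: 0 = wells with 2.5 mM tranylcypromine and 1 = vehicle-only wells; values of inactives mirror those of a sister screen read the other way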
The depositor's hits bear a star; nt = not tested or not shown.

Fields: EphB4 ephrin blk, PLAP act, E coli WT exp, PTK2B oligo ant, PostGolgi yeast, CYP2C9 activ, CYP2C19 inh, CYP2C9 inh, CYP2C19 act
O=C(Nc1ccncc1)c1cncc(Br)c1
 : -8, 0.9, 11, 0.38, -1, 0.7, 87*, 30, 0.1
Cn1c(=O)c2c(nc(NCCc3ccccc3)n2Cc2ccccc2)n(C)c1=O
 : 5, 0.8, 9, -2.9, 2, 0.9, 9, 6, 0.9
CCCCNC(=O)NS(=O)(=O)c1ccc(C(=O)OC(C)C)o1
 : -4, 0.8, 1, -0.02, 3, 0.3, 5, 69*, 0.9
CC(=O)NCC(=O)OCC(=O)Nc1ccc(C(C)=O)cc1
 : nt, 1, -2, -0.66, -4, 1, 1, 0, 1
CCCCC(=O)Nc1ccc2c(c1)nc1n2CCSC1
 : -11, 1.3, 7, 0.1, -1, 0.9, -2, 11, 1
CC(=O)N(c1ccc(C(C)C)cc1)C1C=CS(=O)(=O)C1 (stereo not drawn)
 : 0, 1.1, -1, -0.05, 3, 0.9, 26, 7, 0.7
COc1ccc(CC(=O)NC(C)(C)C)cc1S(=O)(=O)N1CCOCC1
 : 2, 0.9, 4, -0.29, -5, 1, -13, 5, 1.1
CCOC(=O)c1cccc(Nc2ncnc3ccc(C)cc23)c1
 : -5, 0.8, 15, -1.4, -10, 0.5, 56*, 50, 0.4
CCC(CC)C(=O)NCc1ccc2c(c1)cc(C)n2C
 : -4, 1.3, 0, 0.62, 6, 1.3, 15, -30, 0.8
CCOC(=O)Cc1nnc(NC(=O)CSc2nncn2C)s1
 : -7, 0.9, 7, 0.48, -5, 1, -1, 3, 1
O=C(NC1CCCCC1)c1ccc(S(=O)(=O)NCc2ccco2)cc1
 : 10, 0.9, 4, 1.1, -1, 0.7, 9, 27, 0.9
COc1ccc(S(=O)(=O)N2CCCN(CC(=O)Nc3cc(NC(C)=O)ccc3OC)CC2)cc1
 : 0, 0.9, -6, -0.39, 0, 0.6, 17, 37, 0.8
O=C1c2cnccc2CN1Cc1ccccc1
 : 7, 1.1, 2, 0.63, -4, 1.1, -4, -10, 1
CCC(=O)Nc1ccc(S(=O)(=O)Nc2ncccn2)cc1
 : -3, 0.9, 4, -0.89, 2, 0.9, 4, 9, 1
O=C(CSc1nnc(-c2ccccc2)n1-c1ccccc1)N1c2ccccc2Sc2ccccc21
 : -5, 1, -3, -2.5, -1, 1.1, -6, -5, 1.1
Cc1cc(-c2[nH]nc3c2C(c2cccc(O)c2)C(C#N)=C(N)O3)c(C)s1 (stereo not drawn)
 : -2, 1.7, 11, 0.51, 4, 0.5, 88*, 51*, 0.1
Cc1cc(=O)[nH]c(-c2ccccc2O)n1
 : 3, 0.9, 1, 0.68, 0, 0.9, -2, 5, 1
Cc1ccccc1-n1c(=O)cc(N2CCc3ccccc3C2)[nH]c1=O
 : nt, 1.2, -6, 0.71, -8, 1, -8, 0, 1.1
CCN(CCNC(=O)C1CCCN(S(=O)(=O)c2cnc[nH]2)C1)c1ccccc1 (stereo not drawn)
 : 1, 1.3, 2, nt, -7, 0.1, 90*, 95*, 0.1
CCn1c(=O)cc(OCC(=O)N2CCN(c3cccc(C(F)(F)F)c3)CC2)c2ccccc21
 : -7, 1.1, -8, -1.5, 3, 1.2, 46, -25, 0.5
COc1ccc(CSC(=N)N)cc1[N+](=O)[O-]
 : 3, 2.7*, 6, -0.15, 4, 0.4, 51*, 62*, 0.5
CCOC(=O)c1ccc(N2C(=O)CC(N3CCC(O)(c4ccc(Cl)cc4)CC3)C2=O)cc1 (stereo not drawn)
 : -9, 1.1, -5, 2.1, 1, 1, 8, -4, 0.9
CCn1c2ccccc2c2cnc(N=CN(C)C)c(C#N)c21
 : 4, 1.1, -3, -0.73, -2, 0.6, 13, 37, 0.9
CC1(C)CC(CC(=O)O)(c2ccccc2)CCO1 (stereo not drawn)
 : -5, 1, 4, 0.56, 0, 1, 6, 3, 0.9
CCCn1c(Sc2nnnn2-c2ccccc2)n[nH]c1=O
 : 10, 1, -9, 0.32, -6, 0.8, 13, 17, 0.9
CC(C)C(=O)N1CCC(c2nc(-c3ccc(S(=O)(=O)N4CCCC4)cc3)no2)CC1
 : -1, 1.2, 0, 0.75, 9, 0.7, 4, 28, 1
CCOc1ccc(-c2nc(N)ncc2Oc2cccc(OC)c2)c(O)c1
 : -4, 0.9, -6, -3.2*, 0, 1, 1, -4, 1
CCOC(=O)c1cccc(NC(=O)CSc2nnnn2CC)c1
 : 0, 0.8, 5, 1.2, -4, 0.2, 55*, 83*, 0.4
Cc1nc(S(=O)(=O)N(C)c2ccccc2)c(C#N)c(C)c1Cl
 : 3, 0.9, -2, -0.31, 3, 1.1, 14, -8, 0.9
CNC(=O)N(O)C1N(C)C(=O)N(Cc2ccccc2)C1(C)C (stereo not drawn)
 : -4, 1.1, -4, 1, 2, 1.2, 17, -20, 0.8

The closing seven compounds of the section before come first, to join the parts.
Fields: EphB4 ephrin blk, PLAP act, E coli WT exp, PTK2B oligo ant, PostGolgi yeast, CYP2C9 activ, CYP2C19 inh, CYP2C9 inh, CYP2C19 act
CC1(C)CC(CC(=O)O)(c2ccccc2)CCO1 (stereo not drawn)
 : -5, 1, 4, 0.56, 0, 1, 6, 3, 0.9
CCCn1c(Sc2nnnn2-c2ccccc2)n[nH]c1=O
 : 10, 1, -9, 0.32, -6, 0.8, 13, 17, 0.9
CC(C)C(=O)N1CCC(c2nc(-c3ccc(S(=O)(=O)N4CCCC4)cc3)no2)CC1
 : -1, 1.2, 0, 0.75, 9, 0.7, 4, 28, 1
CCOc1ccc(-c2nc(N)ncc2Oc2cccc(OC)c2)c(O)c1
 : -4, 0.9, -6, -3.2*, 0, 1, 1, -4, 1
CCOC(=O)c1cccc(NC(=O)CSc2nnnn2CC)c1
 : 0, 0.8, 5, 1.2, -4, 0.2, 55*, 83*, 0.4
Cc1nc(S(=O)(=O)N(C)c2ccccc2)c(C#N)c(C)c1Cl
 : 3, 0.9, -2, -0.31, 3, 1.1, 14, -8, 0.9
CNC(=O)N(O)C1N(C)C(=O)N(Cc2ccccc2)C1(C)C (stereo not drawn)
 : -4, 1.1, -4, 1, 2, 1.2, 17, -20, 0.8
O=C(NCCOc1ccc(Cl)cc1)C1CC(=O)N(c2ccc(F)cc2)C1 (stereo not drawn)
 : 3, 0.9, 1, -0.7, -4, 1.1, 33, -12, 0.7
Cc1[nH]c(=O)c(C(=O)/C=C/c2ccccc2)c2c1CCCC2
 : 0, 1.2, 1, -3.3*, -4, 1.1, 80*, -15, 0.2
COC(=O)c1cc2sccc2n1Cc1ccc(C)cc1
 : -2, 1.1, 3, 0.07, 2, 0.8, 6, 18, 0.9
Cn1nnnc1SCCOc1ccc(C#N)cc1
 : -1, 0.8, 8, 0.15, -6, 1, 62*, -5, 0.4
Cc1nc(-c2ccccc2)sc1-c1nc(-c2ccncc2)ncc1S(=O)(=O)c1ccccc1
 : -4, 1.1, -11, -2.3, 10, 0, 93*, 96*, 0.1
Cc1cc(C(=O)N2CC(C)CC(C)C2)n(-c2ccccc2)n1 (stereo not drawn)
 : nt, 1.3, -7, nt, -1, 0.6, 34, 40, 0.7
OC(C#Cc1ccccn1)c1cccs1 (stereo not drawn)
 : -2, 0.9, 11, -0.09, 4, 0.9, 23, 11, 0.8
Cc1ccc(CNC(=O)CN(C)S(=O)(=O)c2cccc3cccnc23)cc1
 : -6, 1.5, 4, nt, -7, 0.6, 88*, 42, 0.1
CCC(=O)Nc1ccc(OC)cc1OC
 : 3, 1.1, -2, -0.53, 6, 0.9, -12, 15, 1.1
Cc1ccc(Cn2cccc2C2=NC(C)CO2)cc1 (stereo not drawn)
 : 0, 0.9, 1, -0.24, 20, 0.9, 46, 6, 0.5
CCN(CCCn1c(=S)[nH]c2ncccc2c1=O)c1ccccc1
 : -2, 1, -12, -0.15, -7, 1.4, 0, -36, 1
Oc1ccccc1C(=S)N1CCCCCC1
 : -6, 1, 1, -0.33, -2, 0.8, 52*, 16, 0.5
O=C(Nc1ccccc1)c1ccc(F)c(S(=O)(=O)N2CCOCC2)c1
 : nt, 0.9, -7, 0.84, 20, 0.4, 57*, 56*, 0.4
COCCCNC(=O)CS(=O)(=O)Cc1nc(-c2cccc(OC)c2)oc1C
 : 0, 1, -8, -0.19, -2, 0.9, 0, 5, 1
Cc1cc(NS(=O)(=O)c2ccc(NC(=O)CCCC(=O)O)cc2)nc(C)n1
 : 1, nt, -4, 0.39, -5, nt, nt, nt, nt
COCCN(C(=O)CNC(=O)c1ccco1)C(C(=O)NC1CCCCC1)c1cccc(OC)c1 (stereo not drawn)
 : -4, 0.8, 1, -0.12, 5, 0.9, 3, 14, 1
COC(=O)CC1Sc2ccccc2NC1=O (stereo not drawn)
 : nt, 1, 9, 0.69, -9, 1.2, 25, -18, 0.7
CC(C)(C)c1ccc(C2C3=C(CCCC3=O)NC3=C2C(=O)c2ccccc23)cc1 (stereo not drawn)
 : -1, 1, -4, -0.02, -18, 0.8, -4, 18, 1
CCN(CC)S(=O)(=O)c1cccc(-c2nnc(SCC(=O)NC3CCCCCCC3)n2N)c1
 : -3, 1.7, 1, -0.46, 5, 0.2, 52*, 79*, 0.5
COC(=O)c1c(C)oc2ccc(NS(=O)(=O)c3cc(OC)ccc3OC)cc12
 : 7, 0.8, 0, -1.2, -11, 0.8, 4, 15, 1
CCOc1cc2c(C#N)c(N3CCOCC3)nc(N)c2c(N)n1
 : nt, 0.8, 0, 0.72, 6, 0.6, 10, 43, 0.9
COc1ccc(CN(Cc2cc3cc4c(cc3[nH]c2=O)OCO4)C(=O)NC2CCCCC2)cc1
 : 6, 1.6, -14, -2.3, 0, 0.1, -3, 90*, 1
CC(=O)c1cccc(NC(=O)C2CCCN(S(=O)(=O)c3ccc(F)cc3)C2)c1 (stereo not drawn)
 : 1, 0.9, 3, -0.17, -4, 0.2, 87*, 76*, 0.1
COc1ccc(CN(C)C2CCCCC2)c(C)c1C
 : -5, 0.8, 2, 0.94, -8, 1, 76*, -2, 0.2
CC(C)c1nc(SCC(=O)Nc2nc3c(s2)CCCC3)c2ccccc2n1
 : 0, 1.2, -5, 0.7, 22, 1, 20, -2, 0.8
Cc1oc(-c2ccc3c(c2)OCCO3)cc1C(=O)NC(CCC(=O)O)C(=O)O (stereo not drawn)
 : 1, 1, -9, -0.34, 1, 1.1, 6, -6, 0.9
CC(C)(C)n1ncc2c(=O)n(CC(=O)OCc3ccccc3)cnc21
 : 2, 1, 0, 0.3, 1, 0.5, 36, 47, 0.6
C=CCn1c(SCc2c(Cl)cccc2Cl)nnc1-c1cccnc1
 : -1, 0.9, -2, -0.54, -5, 0.7, 54*, 35, 0.5
Clc1ccc(Sc2oc(/C=N/n3cnnc3)cc2Br)cc1
 : -2, 0.9, 3, 0.64, 4, 0.9, 91*, 5, 0.1
O=C(Nc1nccs1)c1nc(-c2ccccc2)n(-c2ccccc2)n1
 : -3, 0.9, -6, -1.8, -7, 1, -4, -5, 1

Compound activity deposited in PubChem by several laboratories.
